SRC3 TRFRET art = TR-FRET detection interference compounds, artefact control for PPARgamma SRC-3 recruitment agonists, biochemical, TR-FRET ratio | TR-FRET artefact counter-screen, PPARgamma/SRC-3 format; active compounds read high | TR-FRET ratio at 8 µM | 99,000 tested, 0.39% active | AID 1048, 2008; in the data active means TR-FRET ratio above about 2000; further: inactives centre near 1600
SRC1 TRFRET art = TR-FRET detection interference compounds, primary screen, artefact control for PPARgamma SRC-1 recruitment agonists, biochemical, TR-FRET emission ratio; TR-FRET detection artefact counter-screen; active compounds read high; TR-FRET ratio at 8 µM; 99,000 tested, 0.34% active; in the data active means TR-FRET ratio above about 2300; further: inactives centre near 1800
* marks the source's active call; other numbers are inactive results.

Each structure is followed by: SRC3 TRFRET art, SRC1 TRFRET art
1: CCc1ccc(-c2csc(NC(=O)Oc3ccccc3)n2)cc1
    1725, 1876
2: CCC(C(=O)Nc1nc(C)c(C(=O)OC)s1)c1ccccc1 (stereo unspecified)
    1577, 1785
3: COc1ccc(/C=C/C2=CC(C)(C)NC(=S)N2)cc1
    1523, 1708
4: CN(C(=O)COC(=O)/C=C/c1cn(-c2ccccc2)nc1-c1ccc2c(c1)OCCO2)C1CCS(=O)(=O)C1 (stereo unspecified)
    1830, 1719
5: CC(C(=O)O)c1ccc(N2Cc3ccccc3C2=O)cc1 (stereo unspecified)
    1618, 1774
6: CCCCOc1ccc(CONS(=O)(=O)c2ccc(NC(C)=O)cc2)cc1Cl
    1627, 1858
7: O=c1[nH]cc(NCCc2ccccc2)c(=O)[nH]1
    1745, 1762
8: CC(C)NC(=S)NN=C1c2ccccc2-c2ccccc21
    1783, 2149
9: O=C(O)CC(Cc1ccc(Cl)cc1)C(=O)Nc1ccc([N+](=O)[O-])cc1 (stereo unspecified)
    1468, 1480
10: Cc1cc2nc(/N=C(\N)NC(=O)N3c4ccccc4Sc4ccccc43)nc(C)c2cc1C
    1743, 1922
11: CCN(CC)C(=O)Cn1cc(C(=O)C(=O)N2CC=C(c3ccccc3)CC2)c2ccccc21
    1701, 1616
12: COc1ccc(-c2nc3cc(NC(=S)NC(=O)Cc4ccccc4)ccc3o2)cc1
    1583, 1701
13: Cc1cccc(N2CCN(C3=NC(=O)C(Cc4ccccc4)S3)CC2)c1 (stereo unspecified)
    1900, 1875
14: Cc1ccc(CCSc2ccc(C(C)C)cc2)cn1
    1545, 1825
15: Cc1cc2cc3c(cc2nc1SCc1ccccn1)OCCO3
    1592, 1526
16: Cc1cc(C(=O)COC(=O)c2ccc(Br)o2)c(C)n1C
    1745, 1725
17: CC1CCCC(n2cnc3cc(C(=O)O)ccc32)C1C (stereo unspecified)
    1768, 1780
18: Cc1ccc(NC(=O)COC(=O)CCc2ccc(S(=O)(=O)N3CCOCC3)cc2)cc1F
    1411, 1651
19: Cc1ccc(N2C(=O)CN(Cc3sccc3C)C2=S)cc1C
    1585, 2026
20: O=C(COC(=O)[C@H](Cc1c[nH]c2ccccc12)NC(=O)c1cccs1)NCc1ccccc1
    1382, 1715
21: Cc1ccc(Cl)cc1NC(=S)N(CCCN1CCOCC1)Cc1ccccn1
    1727, 1914
22: CCOC(=O)N1CCC(NC(=O)C2CCN(S(=O)(=O)c3ccc4c(c3)oc(=O)n4C)CC2)CC1
    1504, 1559
23: COc1ccc(-c2c(C#N)c(SCC(=O)c3cc4ccccc4oc3=O)nc(C)c2C(=O)Nc2ccccc2)cc1
    1927, 2006
24: CN(C)S(=O)(=O)c1ccc(C(=O)NCC(=O)N/N=C/c2ccccc2)cc1
    1557, 1548
25: COc1ccc(Sc2nc(-c3ccccn3)ncc2OC)cc1
    1496, 1763
26: O=C(CNC(=O)c1ccc(Br)cc1)NCC(=O)OCc1ccc(Cl)cc1
    1469, 1702
27: Cn1c(SCC(=O)Nc2cccc(S(=O)(=O)NC3=NCCCCC3)c2)nnc1-c1ccccc1
    1522, 1900
28: N#C/C(=N\Nc1ccc(Br)cc1)C(=N)N1CCOCC1
    1456, 1710
29: O=C(O)c1ccccc1N(Cc1ccccc1)C(=O)CO/N=C/c1ccccc1
    1632, 1856
30: Cn1c(=O)n(C)c2cc(/C=N/NC(N)=S)ccc21
    1517, 1976

Whole records, quoted from the list.
Record of Cc1cc(C(=O)COC(=O)c2ccc(Br)o2)c(C)n1C : SRC3 TRFRET art: 1745; SRC1 TRFRET art: 1725
Record of COc1ccc(/C=C/C2=CC(C)(C)NC(=S)N2)cc1 : SRC3 TRFRET art: 1523; SRC1 TRFRET art: 1708
Record of CCCCOc1ccc(CONS(=O)(=O)c2ccc(NC(C)=O)cc2)cc1Cl : SRC3 TRFRET art: 1627; SRC1 TRFRET art: 1858

Other compounds:
Each structure is followed by: SRC3 TRFRET art, SRC1 TRFRET art
31: O=C(CCCc1ccccc1)NCc1ccc(F)cc1
    1559, 1848
32: COC(=O)c1cc2occc2n1Cc1cccc(C)c1
    1522, 1962
33: CC(C)NC(=S)N1CCN(S(=O)(=O)c2cccc(C(F)(F)F)c2)CC1
    1703, 1809
34: Cc1ccccc1N(CC(=O)NC(C)(C)C)C(=O)CS(=O)CC(=O)Nc1ccc2c(c1)OCO2 (stereo unspecified)
    1689, 1799
35: COc1ccc(C2NC(=S)NC(O)(C(F)(F)F)C2C(=O)c2cccs2)cc1 (stereo unspecified)
    1680, 1873
36: CCc1ccc(C(=O)OCC(=O)NCC(F)(F)F)cc1
    1725, 1805
37: COc1ccc(CN2CC(=O)N(c3ccc(C)cc3)C2=S)cc1OC
    1514, 1778
38: O=C1N=C(N2CCN(c3ccccc3)CC2)S/C1=C\c1cn[nH]c1-c1ccccc1
    1611, 1815
39: CCOC(=O)CNc1c(-c2ccc(Cl)cc2)nc2cnccn12
    1522, 1948
40: CCOC(=O)CC1COc2ccccc2N1C(=O)c1ccc(F)cc1 (stereo unspecified)
    1469, 1946
41: CCOc1cccc(C(=O)Nc2cccc(C(=O)NC(C)(C)C)c2)c1
    1561, 1726
42: Cc1cc2nnc(SCC(=O)NCC3CCCO3)n2c2ccccc12 (stereo unspecified)
    1483, 1726
43: Cc1cc(Nc2cccc(F)c2)n2nc(C)nc2n1
    1688, 1824
44: COc1ccc(-c2cc(C(=O)O)sc2C)cc1
    1806, 1973
45: N/C(Cc1ccc([N+](=O)[O-])cc1)=N\OC(=O)c1ccccc1Br
    1573, 1668
46: Cc1[nH]ncc1N=Cc1ccc([N+](=O)[O-])cc1
    1618, 1763
47: CCOC(=O)c1nn(-c2ccc(Cl)cc2)c2nnc(Cc3ccc(C)cc3)c(=O)n12
    1442, 1683
48: CNC(=S)N=Nc1c(O)[nH]c2ccccc12
    1434, 1786
49: COc1ccc2[nH]c(C)c(CCNC(=S)Nc3ccccc3OC)c2c1
    1541, 1540
50: CCCn1c(CN2CCCCC2C)nc2c1c(=O)n(C)c(=O)n2C (stereo unspecified)
    1618, 1852
51: COc1ccc(CCN=C(N)NS(=O)(=O)c2ccc(C)cc2)cc1OC
    1542, 1765
52: O=C(COc1cccc(F)c1)N[C@@H](Cc1ccccc1)c1nc2ccccc2[nH]1
    1856, 1866
53: CC(=O)Nc1ccc(C(=O)NNC(=O)c2cccs2)cc1
    1333, 1557
54: COCCOC(=O)C1=C(C)NC(=O)NC1c1c(Cl)nc2c(C)cccn2c1=O (stereo unspecified)
    1626, 1835
55: O=C(N/N=C/c1cccc([N+](=O)[O-])c1)C1CC(=O)N(c2ccc(Br)cc2)C1 (stereo unspecified)
    1572, 1726
56: COc1ccc(/C=C/C(=O)N(Cc2ccccc2)c2ccccn2)cc1OC
    1655, 1621
57: Cc1nn(Cc2ccccc2)c(C)c1N
    1548, 1704
58: Cc1occc1C(=O)N/N=C/c1ccc(Br)s1
    1760, 1992
59: COc1cc(NC(=O)Cn2cnc3sc(C)c(S(=O)(=O)N4CCN(C)CC4)c3c2=O)cc(OC)c1OC
    1706, 1790
60: COc1ccc2c(c1)[nH]c1c(=O)n(N)cnc12
    1353, 2067
61: COc1ccc(CN(C(=O)c2cccs2)c2ccccc2)cc1
    1598, 1543
62: O=C(C1=C[C@@H](c2coc3ccccc3c2=O)C[C@@H](OCCCCO)O1)N1CCOCC1
    1481, 1575
63: COc1cccc(-c2nnc3sc(-c4cccs4)nn23)c1
    1480, 1823
64: CC(C)C(=O)n1nc(-c2cccnc2)nc1NCc1ccc(F)cc1
    1646, 1733
65: COCCNC(=O)c1c(C)cc(C)cc1C
    1638, 1869
66: CCCOC(=O)CCCCCCCCC(O)CN1CCCCC1 (stereo unspecified)
    1633, 2139
67: CC(C)(C)c1ccc(OC(=O)CN2C(=O)C3C4CCC(C4)C3C2=O)cc1 (stereo unspecified)
    1644, 1684
68: Cc1ccc(N2CC(C(=O)N/N=C/c3sccc3C)CC2=O)cc1 (stereo unspecified)
    1596, 1694
69: Cc1ccc(NC(=O)NN(C)c2c(Cl)c(Cl)nn2C)cc1
    1635, 2025
70: CCOC(=O)C1(Cc2ccccc2C(F)(F)F)CCN(C(C)COC)CC1 (stereo unspecified)
    1630, 1537
71: O=C(c1ccccc1[N+](=O)[O-])N1CCc2ccccc2C1
    1404, 1696
72: CC(=O)Nc1ccc(S(=O)(=O)Nc2ccc(-c3ccc4nnc(C)n4n3)cc2)cc1
    1661, 1932
73: Cc1cccc(N2CCN(C(=O)CCN3C(=S)NC(C)(C)CC3C)CC2)c1C (stereo unspecified)
    1490, 1830
74: O=S1(=O)CCN(Cc2ccccc2C(F)(F)F)CC1
    1587, 1922
75: COc1ccc(Br)cc1/C=N/NC(=O)C(c1ccncc1)N1CCOCC1 (stereo unspecified)
    1564, 1762

Nos. 61–64 from above:
Each structure is followed by: SRC3 TRFRET art, SRC1 TRFRET art
61: COc1ccc(CN(C(=O)c2cccs2)c2ccccc2)cc1
    1598, 1543
62: O=C(C1=C[C@@H](c2coc3ccccc3c2=O)C[C@@H](OCCCCO)O1)N1CCOCC1
    1481, 1575
63: COc1cccc(-c2nnc3sc(-c4cccs4)nn23)c1
    1480, 1823
64: CC(C)C(=O)n1nc(-c2cccnc2)nc1NCc1ccc(F)cc1
    1646, 1733

Remaining list, next part:
Each structure is followed by: SRC3 TRFRET art, SRC1 TRFRET art
76: O=C1CCCN1CCCN=c1c([N+](=O)[O-])nn(-c2ccc(Cl)cc2)n1O
    1643, 1886
77: CCCCc1n[nH]c(=S)n1Cc1ccccc1
    1384, 1886
78: Cc1ccccc1-c1nc(CN(Cc2c(C)nn(C)c2C)C2CC2)c(C)o1
    1510, 1772
79: Cc1ccc(S(=O)(=O)N2CCN(CC(=O)Nc3ccc([N+](=O)[O-])cc3)CC2)cc1C
    1628, 1520
80: O=C(CSc1n[nH]c(=O)[nH]c1=O)c1cccc([N+](=O)[O-])c1
    1649, 1659
81: O=C(Nc1ccccc1-c1ccccc1)c1cccc(C(F)(F)F)c1
    1579, 1536
82: CN(C)/C=N/c1cc(=O)[nH]c(=O)n1CC1CC1
    1490, 1645
83: CC(C)(C)NC(=O)COc1ccccc1C#N
    1634, 1967
84: CCCC(C)c1nnc(NC(=O)C(=O)OCC)s1 (stereo unspecified)
    1532, 1820
85: COCCn1c(C)cc(C(=O)CSc2nc3ccccc3c(=O)n2Cc2ccco2)c1C
    1632, 1968
86: CNC(=O)COC(=O)/C=C/c1c(C)nn(-c2ccccc2)c1C
    1672, 1926
87: O=c1[nH][nH]cc1C=Nc1ccccc1Cl
    1624, 1878
88: O=C(O)c1ccccc1C(=O)c1ccc(N2CCCC2)c([N+](=O)[O-])c1
    1514, 1897
89: C/C(Cl)=C\COc1cc(C)nc2c(Br)cccc12
    1786, 1939
90: O=C(CSc1nc2c(cnn2-c2ccc(F)cc2)c(=O)[nH]1)Nc1nccs1
    1641, 1746
91: O=C(/C=C/c1ccc(F)cc1)Nc1cc(S(=O)(=O)N2CCOCC2)ccc1N1CCCC1
    1449, 1614
92: O=C1N(c2ccccc2)C[C@@H]2C[C@@H](c3cccs3)N3CCC[C@@]123
    1355, 1671
93: COc1ccc(C2=NOC(C(=O)Nc3cccnc3Cl)C2)cc1 (stereo unspecified)
    1695, 1818
94: Cc1ccc(NC(=O)Cn2c3ccc(F)cc3c3nc4n(c(=O)c32)CCS4)cc1F
    1634, 1742
95: COc1ccc(/C=N/NC(=O)c2cccc(NC(=O)c3ccccc3)c2)c(C(=O)O)c1OC
    1537, 1750
96: Cc1cnc(N2C(=O)c3ccc([N+](=O)[O-])cc3C2=O)s1
    1511, 1710
97: O=C(Nc1ccc(Cl)c(S(=O)(=O)N2CCOCC2)c1)c1ccc(OCC2CCCO2)cc1 (stereo unspecified)
    1526, 1915
98: CCn1c(NC(=O)C(C)C)c2ccccc2nc1=O
    1576, 1890
99: COc1ccccc1/C=N\Nc1cc(C)nc(-n2nc(C)cc2C)n1
    1625, 1804
100: Cc1ccc(Nc2ccc(C(N)=O)cc2[N+](=O)[O-])cc1
    1450, 1876
101: Nc1nc(SCC(=O)NCc2ccc(F)cc2)[nH]c(=O)c1NC(=O)c1ccc(Cl)cc1
    1618, 1699
102: O=C(CN1C(=O)c2ccccc2S1(=O)=O)NC1CCCCCC1
    1466, 1877
103: CCc1cccc(OCCn2ccnc2)c1
    1703, 1691
104: COC(=O)c1ccc(NC(=O)CN(C)Cc2cccc(F)c2)cc1
    1715, 1993
105: COC(=O)c1sc(-c2ccccc2)cc1NC(C)=O
    1844, 1623
106: CCc1ccc(C2C3=C(CCCC3=O)OC3=C2C(=O)CCC3)cc1
    1411, 1791
107: c1ccc(Nc2cccc(Nc3ccccc3)c2)cc1
    1587, 1821
108: C=CCn1cccc(C(=O)Nc2cc(OC)ccc2OC)c1=O
    1810, 1763
109: COc1ccc(NS(=O)(=O)c2ccc(Oc3cccc(C(=O)O)c3)cc2)cc1
    1542, 1786
110: Cc1cccc(NC(=O)c2ccc([N+](=O)[O-])cc2Cl)n1
    1520, 1741
111: COCCCN1C(=O)c2ccc(C(=O)OCC(=O)NCCc3ccccc3)cc2C1=O
    1439, 1720
112: CN(C)S(=O)(=O)c1cccc(NC(=S)NCc2ccc3c(c2)OCO3)c1
    1716, 1754
113: COC(=O)C(CCSC)NC(=O)CNC(=O)C1CCCCC1 (stereo unspecified)
    1737, 1689
114: O=C(NCc1ccccn1)[C@H]1C[C@@H]1[C@H](NP(=O)(c1ccccc1)c1ccccc1)c1ccccc1
    1353, 1519
115: COc1cc(/C=C/C(=O)N2C(=O)c3cccc(N)c3C2=O)cc(OC)c1OC
    1538, 1757
116: Cc1c(Cl)cnc(NC(=O)COC(=O)c2ccc3c(c2)OCO3)c1Cl
    1660, 1924
117: COc1ccc(-c2csc(Nc3ccc(C)cn3)n2)cc1OC
    1413, 1779
118: CCn1nc(C)c(/C=N/NC(=O)Cn2nc(C)cc2C)c1C
    1518, 1635
119: Cc1cccc(C)c1NC(=O)COC(=O)CCc1ccc(S(=O)(=O)N2CCCCC2)cc1
    1309, 1823
120: O=C(Nc1ccc(Br)cn1)c1ccc([N+](=O)[O-])cc1Cl
    1746, 1866
121: O=C(CNc1cccc2ccccc12)N/N=C/C=C/c1ccco1
    1584, 2058

Compound activity from PubChem BioAssay.
